OX1R FRET antag: antagonists of human orexin 1 receptor (OX1R). OX1R-expressing cells, FRET antagonist read-out. inhibition, % at 6.6 µM. hit rate 1.8% among 330,000; in the data active means inhibition mostly above about 38%, no sharp cut-off; inactive means mostly below about 40%;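 further: 0% = agonist challenge alone and 100% = reference antagonist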
Target sequence (O43613 whole entry, looked up): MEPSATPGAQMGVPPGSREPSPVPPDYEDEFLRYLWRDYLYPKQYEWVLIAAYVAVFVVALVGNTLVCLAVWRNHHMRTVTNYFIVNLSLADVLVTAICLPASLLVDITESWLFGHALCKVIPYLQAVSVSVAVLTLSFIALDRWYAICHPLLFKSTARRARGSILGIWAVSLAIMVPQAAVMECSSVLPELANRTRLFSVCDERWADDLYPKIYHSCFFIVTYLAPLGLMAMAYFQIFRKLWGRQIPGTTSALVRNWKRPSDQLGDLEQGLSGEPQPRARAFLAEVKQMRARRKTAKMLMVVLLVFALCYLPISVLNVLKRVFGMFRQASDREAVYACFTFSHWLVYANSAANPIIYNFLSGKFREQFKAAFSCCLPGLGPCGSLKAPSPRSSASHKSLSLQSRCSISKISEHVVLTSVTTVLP
STK33 inh: inhibitors of purified STK33 kinase, primary screen, biochemical, ADP-Glo luminescence, homogeneous, cell-free. Serine/threonine-protein kinase 33 (Homo sapiens), Q9BYT3. MBP phosphorylation. inhibition, % at 10 µM. hit rate 0.073% among 320,000;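 active means inhibition at or above 25%, using the most active replicate where run in duplicate; inactive means inhibition below 25%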
Target sequence (Q9BYT3 whole entry, looked up): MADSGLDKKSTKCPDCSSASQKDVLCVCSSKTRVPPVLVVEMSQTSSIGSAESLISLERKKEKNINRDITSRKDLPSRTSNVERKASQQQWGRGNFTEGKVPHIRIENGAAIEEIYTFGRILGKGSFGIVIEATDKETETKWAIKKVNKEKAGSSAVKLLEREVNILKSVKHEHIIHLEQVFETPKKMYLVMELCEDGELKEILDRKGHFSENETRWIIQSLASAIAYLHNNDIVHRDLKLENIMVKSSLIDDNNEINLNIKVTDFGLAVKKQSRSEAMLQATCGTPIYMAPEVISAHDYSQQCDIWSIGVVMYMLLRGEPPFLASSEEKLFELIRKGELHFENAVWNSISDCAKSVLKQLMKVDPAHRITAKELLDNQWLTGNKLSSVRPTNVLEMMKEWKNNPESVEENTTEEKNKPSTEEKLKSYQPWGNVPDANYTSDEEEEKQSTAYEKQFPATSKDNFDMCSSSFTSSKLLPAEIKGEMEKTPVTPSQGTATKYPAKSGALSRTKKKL
The depositor's hits bear a star; . = not tested or not shown.

OX1R FRET antag	STK33 inh	Structure
14	0.4	Cc1cn(COC/C=C/c2ccccc2)c(=O)[nH]c1=O
5	-2.0	Cc1ccc(/C=C2/NC(=O)N(Cc3ccccc3F)C2=O)s1
25	-2.1	N#Cc1c(-c2ccccc2Cl)cc(-c2ccccc2)nc1Br
10	1.7	O=C(Nc1cccnc1Oc1ccc(Cl)cc1)c1cccc2ccccc12
1	0.3	CCN(CC)S(=O)(=O)c1ccc(N2CCCC2)c(NC(=O)C2=NN(c3ccccc3)C(=O)CC2)c1
27	-0.2	COc1cc2[nH]c3c(=O)n(CCN(C(C)C)C(C)C)cnc3c2cc1OC
6	-1.8	O=S(=O)(c1ccc(-c2ccon2)s1)N1CCN(c2ccccn2)CC1
1	-1.8	O=C(N/N=C\c1c(O)ccc2ccccc12)c1ccc(S(=O)(=O)N2CCCCC2)cc1
15	0.0	CCN(C(=O)c1c(OC)cccc1OC)c1nnc(-c2cccnc2)s1
2	-1.6	Cn1cc(S(=O)(=O)N2CCOCC2)cc1C(=O)Nc1cccc(Cl)c1
4	0.4	CCCCn1c(CN2CCN(c3ccc(F)cc3)CC2)nc2c1c(=O)n(C)c(=O)n2C
20	-1.0	COCCn1nnnc1CN(CCc1ccccc1)Cc1cc2cc(OC)ccc2[nH]c1=O

An excerpt of these results, with each value named:
O=C(Nc1cccnc1Oc1ccc(Cl)cc1)c1cccc2ccccc12
  OX1R FRET antag: 10	STK33 inh: 1.7

Cn1cc(S(=O)(=O)N2CCOCC2)cc1C(=O)Nc1cccc(Cl)c1
  OX1R FRET antag: 2	STK33 inh: -1.6

Next section:
OX1R FRET antag	STK33 inh	Structure
11	-0.9	COc1cccc(C(=O)Nc2cc(-c3cn4cccnc4n3)ccc2C)c1
16	-1.1	CCOc1cc(N2CCOCC2)c(OCC)cc1NC(=O)CN1C(=O)NC2(CCCCC2)C1=O
17	0.2	CCCc1nc(SCC(=O)Nc2nc3c(s2)CCCC3)c2ccccc2n1
14	0.7	CCOC(=O)c1ccc2c(c1)nc(SCC(=O)c1cc3ccccc3o1)n2CC
5	-2.1	S=C(NCCN1CCOCC1)Nc1cccc2ccccc12
6	0.9	CC(=O)c1cccc(-n2nnnc2SCC(=O)Nc2cc(C)on2)c1
-2	-1.6	O=C1CCCC(=O)C1C(c1ccc(Cl)cc1)C1C(=O)CCCC1=O
9	-0.3	O=C1C=CC(=O)N1
2	5.6	COc1ccc(-c2c(C#Cc3ccsc3)c3cc(-c4cccc5[nH]ccc45)ccc3n2C)cc1
17	6.0	COc1cccc(C2=CC(c3ccccc3)n3ncnc3N2)c1 (stereo not drawn)
2	-3.3	CCN(CC)S(=O)(=O)c1cccc(C(=O)NC2=NCCS2)c1
134*	-0.6	CC(C)C(NS(=O)(=O)c1cccc2nsnc12)C(=O)N1CCn2c1nc1ccccc12 (stereo not drawn)
26	-0.6	CCOc1ccccc1N1CCN(C(=O)Nc2cccc(Cl)c2)CC1
21	0.6	O=C(O)c1cc2c(cc1NC(=O)c1c(F)cccc1F)OCCCO2
16	2.1	O=C1CNC(=O)/C1=C\c1ccc(O)cc1
21	-0.4	COc1ccc(OCC(=O)N/N=C/c2ccncc2)cc1
12	-0.4	CNS(=O)(=O)c1cccc(C(=O)NCC(c2cccs2)N(C)C)c1 (stereo not drawn)
11	-1.1	COc1cc(/C=N/Nc2ccc([N+](=O)[O-])cc2S(=O)(=O)N2CCOCC2)cc(OC)c1OC
11	-1.0	CCOC(=O)C1CCN(C(=O)CCS(=O)(=O)c2ccc3c(c2)n(C)c(=O)c(=O)n3C)CC1
5	0.4	C=CCNC(=O)COC(=O)c1ccc(Cl)c(S(N)(=O)=O)c1
39	-1.7	CCN(CC(=O)NC1CCS(=O)(=O)C1)S(=O)(=O)c1cc([N+](=O)[O-])ccc1C (stereo not drawn)
21	-2.0	COc1ccc(S(=O)(=O)N2CCCCCC2)cc1C(=O)N1CCCC(C(F)(F)F)C1 (stereo not drawn)
12	-0.3	CC1(C)Cc2c(sc3nc(-c4cccs4)n(N)c(=O)c23)CO1
-4	0.6	Cc1ccc(OCCNC(=O)C2CC(=O)N(Cc3ccccc3)C2)cc1 (stereo not drawn)
31	.	COc1ccc(C(=O)N2CCCN(C)CC2)cc1S(=O)(=O)N1CCCc2ccccc21
12	-1.3	O=C(Nc1ccc(Cl)c(Cl)c1)Nc1ccccn1
26	-0.8	CC(=O)c1ccc(NC(=O)COC(=O)c2c3c(nc4ccccc24)/C(=C\c2cccs2)CCC3)cc1
55*	-2.7	Cc1ccc(S(=O)(=O)N2[C@@H](c3ccccc3)C(C(=O)O)=CC[C@H]2c2ccc(Cl)c(Cl)c2)cc1
6	-1.6	CC(OC(=O)c1cn(-c2ccccc2)nc1-c1cccnc1)C(N)=O (stereo not drawn)
23	-2.0	CCCSc1nnc(NC(=O)Nc2ccccc2)s1
20	-0.1	Cn1cnc(NCc2ccccc2)c1[N+](=O)[O-]
9	-1.6	CCOc1cc(C(=O)OCC(=O)Nc2ncc(Cl)c(C)c2Cl)ccc1OCC(=O)N1CCOCC1
0	-2.1	Cc1cc(N2CCN(c3ccccc3)CC2)nc(N2CCOCC2)n1
17	4.3	COc1ccc(Cc2nc3ccc(C(=O)N(C)C(C)c4ccon4)cc3o2)cc1 (stereo not drawn)
16	-0.1	COCCCn1c2nc3ccccc3nc2c2c(=O)n(-c3ccccc3OC)c(C)nc21
3	-2.9	Cc1cc(Cl)ccc1NC(=O)CCC(=O)O

Complete entries as entered above:
CCCSc1nnc(NC(=O)Nc2ccccc2)s1 is listed with OX1R FRET antag = 23; STK33 inh = -2.0
COc1ccc(C(=O)N2CCCN(C)CC2)cc1S(=O)(=O)N1CCCc2ccccc21 is listed with OX1R FRET antag = 31; STK33 inh = .
CC(OC(=O)c1cn(-c2ccccc2)nc1-c1cccnc1)C(N)=O (stereo not drawn) is listed with OX1R FRET antag = 6; STK33 inh = -1.6

Carrying on:
OX1R FRET antag	STK33 inh	Structure
18	0.6	COc1ccccc1Nc1ncnc2ccc(C)cc12
16	-1.4	CCOc1ccc(S(=O)(=O)NCC2CCCO2)cc1 (stereo not drawn)
19	-1.1	O=C(c1cc(-c2ccco2)on1)N1CCCc2ccccc21
24	-1.3	CC(C)CCNC(=O)C1CCC(CNS(=O)(=O)c2cccc3nsnc23)CC1 (stereo not drawn)
22	0.1	CCOc1ccc(CCNC(=O)CCc2nc3ccccc3[nH]2)cc1OCC
12	0.4	COc1ccc(CNC(=O)CN(c2ccccc2OC)S(=O)(=O)c2cccs2)cc1
7	-2.0	Cc1ccc(C(=O)NC2CCN(CC(=O)NCc3cccs3)CC2)cc1
1	-1.4	O=C(O)c1ccccc1-c1ccccc1C(=O)Nc1ccccc1-c1ccccc1
27	-0.4	CNc1nc(Cl)c(SC)c(NCc2ccc(F)cc2)n1
8	0.2	Cc1ccc(S(=O)(=O)N2CCN(Cc3cc4c(cc3Br)OCCO4)CC2)cc1
16	0.2	COc1ccc(C2NC(=O)c3ccccc3N2)cc1OC (stereo not drawn)
9	-0.7	O=C(NC1CCCCC1)C(c1ccco1)N(C(=O)c1csnn1)c1ccccc1 (stereo not drawn)
16	.	CC(C)(CNC(=O)c1cc2c(s1)CCCC2)N1CCOCC1
5	-1.7	CCOc1ccc(N=Nc2c(C)[nH]n(-c3ccccc3)c2=O)cc1
6	0.0	CCN(CC)C(=O)CSc1nc2ncccc2[nH]1
31	1.6	O=C(Nc1ccccc1F)C1CCN(S(=O)(=O)c2cccc3nonc23)CC1
3	0.6	Cc1cccc(C)c1OCc1n[nH]c(=S)n1-c1ccccc1
-8	-0.5	CC(=O)Nc1ccc(S(=O)(=O)NNC(=O)CCC(=O)NCc2ccccc2)cc1
-1	.	CC[C@]12c3[nH]c4cc(-c5ccco5)ccc4c3CCN1C(=O)[C@@H](CC(=O)NCCN1CCOCC1)C[C@@H]2C(=O)N1CCN(C(=O)C2CC2)CC1
40*	-1.6	O=c1c(-c2nnc(SCc3ccc(Cl)cc3)o2)cccn1Cc1ccccc1
12	0.6	CCOC(=O)c1nnn(CC(=O)Nc2ccccc2OC)c1C(=O)OCC
41	3.5	Brc1ccc(-c2nc(-c3ccccn3)no2)o1
32	2.4	CC(C)OC(=O)/C(C#N)=C/c1c[nH]c2ccccc12
19	-1.2	Cc1ccc(-n2c(SCC(=O)NCc3ccco3)nnc2-c2cccnc2)cc1
-9	-0.4	COc1cc(COc2ccc3c(C)c(CCC(=O)O)c(=O)oc3c2)cc(OC)c1OC
14	-1.3	CCOC(=O)c1nc2nc(C)c(Cl)c(=O)n2[nH]1
12	-0.4	CC(=O)C1C(c2ccc(F)c(F)c2)NC(=O)NC1(O)C(F)(F)F (stereo not drawn)
12	-0.1	O=c1[nH]c(CO)nc2c1oc1ccccc12
12	-3.8	COC(=O)/C(C#N)=C/c1ccc(N2CCOCC2)c([N+](=O)[O-])c1
2	1.3	C=CCN(CC=C)C(=O)Nc1ccc2nc(C)sc2c1
9	-0.1	Cc1ccc(NC2CCCN(C(=O)CCc3cn[nH]c3)C2)cc1C (stereo not drawn)
14	5.2	c1ccc(SCc2nc(-c3ccccn3)no2)cc1
8	-0.1	Cc1ccc(-n2c(C)cc(/C=C(\C#N)C(=O)NCC3CCCO3)c2C)cc1 (stereo not drawn)
8	1.3	COc1ccccc1Nc1nc2ccccc2n1C
10	0.1	C[n+]1cc(-c2ccccc2)oc1-c1ccccc1
7	-1.3	CSc1nsc(SCC(=O)Nc2ccc(Br)cn2)n1
26	-0.1	COc1ccc(CCn2c(-c3cc([N+](=O)[O-])cc([N+](=O)[O-])c3)nc3nc4ccccc4nc32)cc1
14	-0.4	CNC(=O)c1[nH]cnc1C(=O)Nc1ccc(C)cc1
19	-2.5	CCOC(=O)c1cnc(SCC(=O)Nc2cc(OC)cc(OC)c2)nc1N
8	-0.9	Clc1cccc(Oc2ncccn2)c1
35	-1.5	CCCOc1ccc(/C=N/NC(=O)c2c(-c3ccccc3)noc2C)cc1OC
7	0.0	CCCc1cc(=O)[nH]c(SCc2cc(=O)oc3c(C)c(C)ccc23)n1
3	1.1	COc1ccc2ccc(C(C)(C(C)=O)C(=O)OC(C)C)cc2c1 (stereo not drawn)
13	-1.4	Cc1cccc(NC(=O)c2ccc(S(=O)(=O)N3CCOCC3)cc2)c1C
4	-1.9	CCOC(=O)c1c(NC(=O)C2CCCO2)sc(C(N)=O)c1C (stereo not drawn)
5	-0.8	CCCCC[C@H](O)/C=C/C1=C(CCCCCCC(=O)O)C(=O)CC1
17	-0.8	Cc1cc(C(F)(F)F)n2nc(-c3cnn(C)c3C(F)(F)F)cc2n1
-10	-0.1	CCn1c(CO)nc2c1c(=O)[nH]c(=O)n2Cc1ccccc1
7	-1.9	CCCCC(O)(CCN1CCOCC1)c1ccc(Cl)cc1 (stereo not drawn)
10	-1.7	O=C(CCS(=O)(=O)c1ccc(Br)s1)NCc1ccccc1
6	-0.8	CCCn1c(SC(C)C(=O)NCC2CCCO2)nc2sc3c(c2c1=O)CCC3 (stereo not drawn)
33	0.1	O=C(CCN1CCCCC1)Nc1cccc(Br)c1
15	-2.4	CCC(OC(=O)c1cccs1)C(=O)NC1CCCCC1 (stereo not drawn)
11	0.4	COc1ccc(Cn2ccnc2SCC(=O)NC2CCCCC2)cc1
9	-4.2	NCCCC[C@H]1CNC(=S)N1CCc1cc(C(F)(F)F)cc(C(F)(F)F)c1
3	1.8	COc1ccc(C(=O)N/C(=C\c2cn(S(=O)(=O)N(C)C)c3ccccc23)C(=O)NCCCn2ccnc2)cc1
9	-0.3	CC(/C=N/n1cnnc1)=C\c1ccco1
18	.	CC(C)c1nnc(NC(=O)c2nc(S(=O)(=O)Cc3ccccc3)ncc2Cl)s1
3	-1.3	CC1CCCCC1NC(=O)CCS(=O)(=O)c1ccc(Cl)cc1 (stereo not drawn)
15	-1.8	COCCCN1CN=C(NS(=O)(=O)c2ccc(C)cc2)NC1

4 records picked at random from the list so far:
OX1R FRET antag	STK33 inh	Structure
10	-1.7	O=C(CCS(=O)(=O)c1ccc(Br)s1)NCc1ccccc1
15	-1.8	COCCCN1CN=C(NS(=O)(=O)c2ccc(C)cc2)NC1
33	0.1	O=C(CCN1CCCCC1)Nc1cccc(Br)c1
7	-1.9	CCCCC(O)(CCN1CCOCC1)c1ccc(Cl)cc1 (stereo not drawn)

Additional structures:
OX1R FRET antag	STK33 inh	Structure
14	-0.9	O=C(N[C@@H](Cc1ccc(O)cc1)C(=O)O)C(c1ccccc1)c1ccccc1
27	-0.1	Cc1ccc(S(=O)(=O)NCCc2cc3ccc(C)cc3[nH]c2=O)cc1
12	-1.1	Cc1cc(C)c(C)c(OCC(=O)N2CCCCCC2)c1
0	-0.6	NS(=O)(=O)c1ccc(CCNC(=O)COC(=O)/C=C/c2cc(Br)ccc2F)cc1
5	0.7	O=C(CCc1ccc(S(=O)(=O)NCCc2ccccc2)cc1)NCc1ccco1
3	-1.3	COC(=O)C1=C(C)N(Cc2ccccc2)C(=O)N[C@H]1c1ccco1
6	-0.2	O=C(CCSCCc1ccccn1)Nc1ccc(Cc2ccncc2)cc1
2	-1.2	Cc1cc(-c2ccccc2)nc2cc(C(=O)OC(C)C)nn12
